# Screening results (PubChem BioAssay)
# GlmU inhibition: inhibition of mycobacterial GlmU enzyme – biochemical, glucosamine-1-phosphate acetyltransferase (AID 1376). M. tuberculosis GlmU acetyltransferase enzyme assay; higher % means a stronger effect. inhibition, %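 (tested at 30 µM in the primary screen)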; hits with a dose series show IC50 in µM. 0.25% of 220,000 active; in the data active = inhibition above about 13%; inconclusive = no clear call, values can overlap the other calls;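 also: 0% = complete reaction with vehicle and 100% = reaction without substrate; strong numbers were not always called active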
# RmlCD inh 1536: blocks M. tuberculosis RmlC and RmlD coupled enzymes | P9WH09+P9WH11 | RmlC+RmlD coupled enzyme assay, percent inhibition; primary screen in compound mixtures | inhibition, % at 3.6 µM | 0.03% of 160,000 active | AID 1533; in the data active = inhibition mostly above about 34%, no sharp cut-off; inconclusive = no clear call, values can overlap the other calls; inactive = mostly below about 22%; also: some results filed as inactive read as strong as hits
# Target sequence (P9WH09 whole entry, looked up): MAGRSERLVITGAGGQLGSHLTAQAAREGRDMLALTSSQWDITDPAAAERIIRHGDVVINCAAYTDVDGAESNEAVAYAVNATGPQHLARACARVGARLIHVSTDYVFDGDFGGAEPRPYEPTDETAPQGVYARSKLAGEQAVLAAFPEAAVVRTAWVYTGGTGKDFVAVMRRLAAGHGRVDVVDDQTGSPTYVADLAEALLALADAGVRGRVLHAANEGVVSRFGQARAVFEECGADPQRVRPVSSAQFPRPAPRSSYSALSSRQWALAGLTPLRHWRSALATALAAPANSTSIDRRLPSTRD
# Target sequence (P9WH11 whole entry, looked up): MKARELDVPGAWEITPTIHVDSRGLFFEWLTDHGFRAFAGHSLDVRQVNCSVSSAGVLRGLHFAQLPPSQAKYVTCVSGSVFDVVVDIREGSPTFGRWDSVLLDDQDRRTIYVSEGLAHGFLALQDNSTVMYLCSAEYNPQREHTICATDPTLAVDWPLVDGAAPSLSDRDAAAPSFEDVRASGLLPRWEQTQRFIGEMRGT
# * = called active by the depositor; ? = inconclusive; · = not tested or not shown. A portion of the library; count on the stated rates, not on these rows.
SMILES,GlmU inhibition,RmlCD inh 1536
Cc1ccccc1NC(=S)NC(=O)c1cc(-c2ccccc2)nc2ccccc12,-1.0%,-10
Clc1cccc(Cl)c1COc1ccccn1,2.9%,·
CCOC(=O)N1CCN(C(=O)C(=O)NNC(=O)COc2ccc(Cl)c(C)c2)CC1,-7.1%,-2
CC(C)NS(=O)(=O)c1cc(C(=O)O)ccc1Cl,-3.9%,·
CC(=O)OC1OCCOC1NC(=S)NCc1ccco1 (stereo not drawn),-2.9%,9
CCn1ccnc1C(O)c1ccccc1OC (stereo not drawn),-0.2%,·
Cc1ccccc1-n1nc(-c2cccnc2)cc1C(=O)NN,0.6%,7
C/C(=C\C(=O)c1ccc(C)cc1)NCc1ccc(F)cc1,-0.9%,·
CCCC(=O)Nc1sc2c(c1C(=O)Nc1ccccn1)CCCC2,0.4%,5
CSc1ccc(S(=O)(=O)NCCOc2ccccc2C)cc1,5.6%,4
O/N=C/c1cc(Br)ccc1OCc1ccc(F)cc1,-1.1%,·
C=CCn1c(N2CCN(c3ccc(OC)cc3)CC2)nc2c1c(=O)[nH]c(=O)n2C,2.2%,·
Cc1ccccc1NC(=O)/C=C/c1cccs1,0.2%,·
O=C(CCn1c(=O)c2ccccc2n(Cc2ccccc2)c1=O)NCc1ccc2c(c1)OCO2,·,26
Cc1noc(C)c1COc1cccc(C(=O)NCc2cccc(Cl)c2)c1,-1.0%,·
COc1ccc(CNC(=O)CSc2ccsc2[N+](=O)[O-])cc1,0.4%,-1
Cc1sc2nc(COC(=O)c3ccc(N4CCCC(C)C4)c([N+](=O)[O-])c3)[nH]c(=O)c2c1C (stereo not drawn),-3.6%,3
c1csc(-c2nnc(COc3ccc4c(c3)OCO4)o2)c1,0.0%,3
Cc1ccc(-c2nc(SCC(=O)c3c(N)n(C)c(=O)n(C)c3=O)n[nH]2)cc1,-2.8%,30
C/C=C(\C)C(=O)NCCN1C2=NC[C@H](Cc3ccccc3)N2C[C@@H]1Cc1ccc(OC)cc1,-14%,·
O=C(Cc1ccccc1)NCCCN1CCN(CCCNC(=O)Cc2ccccc2)CC1,-4.7%,11
O=C(Nc1ccc(Cl)c(S(=O)(=O)N2CCOCC2)c1)c1cc(-c2ccccn2)nc2ccccc12,0.7%,-14
COc1ccc(C(=O)NCC(=O)N/N=C/c2cn[nH]c2-c2ccccc2)cc1,-1.7%,-10
Cc1ccc(-c2nnn(CC(=O)N(c3ccc(F)cc3)C(C(=O)NC(C)(C)C)c3ccco3)n2)o1 (stereo not drawn),2.3%,·
COc1ccc(C(NC=O)c2cc(OC)c(OC)cc2Br)cc1OC (stereo not drawn),1.6%,17
C=CCn1c(SCc2ccccc2)nc(O)cc1=O,-1.1%,-6
COc1cccc(NC(=O)c2ccc(-c3ccccc3[N+](=O)[O-])o2)c1,0.9%,-1
CN1CCN(C(=O)COc2ccc(Oc3ccccc3)cc2)CC1,2.2%,·
COc1ccc(CCNS(=O)(=O)c2cccc(F)c2)cc1OC,3.5%,-8
COC(=O)Oc1nsnc1N1CCOCC1,-1.7%,-4
CCc1cccc(OCCCCNCCOC)c1,-0.5%,5
Cn1c(=O)c2c(ncn2CC(=O)Nc2nc3ccc(F)cc3s2)n(C)c1=O,6.5%,·
O=S(=O)(c1cccc2ccccc12)N1CCSC1,5.1%,·
Cc1ccc(C)c(NC(=O)CSc2nnc([C@@H](N)Cc3ccccc3)o2)c1,3.2%,-10
CC(=O)c1cccc(S(=O)(=O)Nc2cccc(S(=O)(=O)NC3=NCCC3)c2)c1,3.1%,-12
CC1(C)Cc2nc3sc4c(SCC(=O)NC(c5ccccc5)c5ccccc5)ncnc4c3cc2CO1,-8.1%,·
Cc1ccc(C)c(N2CCN(C(=O)CN3C(=O)c4ccccc4C3=O)CC2)c1,-0.8%,·
COc1ccc2nc(NC(=O)CSc3nnc(C)s3)sc2c1,-0.9%,2
CCOc1ccccc1N1CCN(C(=S)NC(=O)C23CC4CC(CC(C4)C2)C3)CC1,0.7%,8
CN(Cc1ccccc1)C(=O)c1cccc(N2C(=O)NC3CC2(C)Oc2ccccc23)c1 (stereo not drawn),-5.6%,5
COc1cc(C=O)ccc1OCCOCCOc1c(C)cc(Cl)cc1Cl,-1.6%,·
Cc1ccc(C)c(NC(=S)N2CCN(Cc3ccccc3)CC2)c1,2.2%,-8
COc1ccc(N2CCN(C(=O)C(Cc3ccccc3)n3cccc3)CC2)cc1 (stereo not drawn),3.6%,6
COc1ccc(-c2nnc(SCC(=O)N3CCC(Cc4ccccc4)CC3)o2)cc1OC,-0.2%,·
CC(C)CN1C(=O)c2ccc(C(=O)Nc3nccs3)cc2C1=O,6.7%,-8
CC(=O)Nc1ccc(/C=N/NC(=O)c2cccs2)cc1,-4.3%,-4
CN(C)c1ccc(P(=O)(Nc2ccc([N+](=O)[O-])cc2)N2CCOCC2)c(NC(=O)c2cccs2)c1 (stereo not drawn),-1.0%,29
COC(=O)CNC(=O)Cc1c(F)cccc1Cl,2.9%,·
Cc1nnc(SCC(=O)NCCc2ccccc2)s1,-3.8%,21
O=c1[nH]c(=S)ccn1C1OC(CO)C(O)C1O (stereo not drawn),0.3%,·

# (list continues)
SMILES,GlmU inhibition,RmlCD inh 1536
CCOC(=O)c1cnc(-c2ccccc2)nc1Oc1cccc(Cl)c1,-4.9%,-2
Cc1cc(=O)oc2cc(OCC(=O)OCC(=O)Nc3ccccc3Br)ccc12,0.1%,-9
CC(C)c1onc(C(=O)NCCc2ccccc2)c1[N+](=O)[O-],1.8%,4
Cc1ccc(Nc2cc(=O)[nH]c(=O)[nH]2)cc1C,-0.7%,-5
Nc1ccc(-c2nc3nc(N)nc(N)c3nc2-c2ccc(N)cc2)cc1,5.2%,·
COc1ccc(/C=N/n2c(N)nc(-c3ccccc3)c2-c2ccccc2)cc1,-0.4%,·
CCOc1ccc(CN2CCN(Cc3cnc(N4CCOCC4)s3)CC2CCO)cc1 (stereo not drawn),-3.6%,-3
Cn1cnnc1SCc1nnc(-c2ccccc2Br)o1,3.0%,4
CC(O)CNc1nc2c(c(=O)n(C)c(=O)n2C)n1CCc1ccccc1 (stereo not drawn),3.1%,-3
COc1ccc(Cl)cc1NC(=O)NCC1CCN(C(=O)OC(C)(C)C)CC1,2.4%,-6

# Ordered by count of non-hydrogen atoms (rising): 3 of the compounds above
SMILES,GlmU inhibition,RmlCD inh 1536
C/C(=C\C(=O)c1ccc(C)cc1)NCc1ccc(F)cc1,-0.9%,·
CCCC(=O)Nc1sc2c(c1C(=O)Nc1ccccn1)CCCC2,0.4%,5
Nc1ccc(-c2nc3nc(N)nc(N)c3nc2-c2ccc(N)cc2)cc1,5.2%,·

# Remaining list, next part.
SMILES,GlmU inhibition,RmlCD inh 1536
Cc1n[nH]c(C)c1CNCc1c(C(=O)N2CCCCCCC2)nc2ccc(Cl)cn12,-0.3%,26
C=CCSc1nnc(-c2ccccc2NC(=O)CC)c(=O)[nH]1,-3.4%,·
O=C(c1cccs1)n1nc(NCc2ccccc2)nc1NCc1ccccc1,1.4%,7
COc1ccc(OCC(=O)NNc2nc3ccccc3s2)cc1,0.1%,-5
CN(C)C(=C(C#N)C#N)N1CCN(c2ccc(Cl)c(Cl)c2)CC1,-1.3%,6
Cc1cc(C)c2cc(C(O)c3nnnn3Cc3ccccc3)c(=O)[nH]c2c1 (stereo not drawn),2.5%,4
O=C(NC(=S)N1CCCCCC1)c1ccc(Cl)cc1Cl,-8.5%,·
CCCOP(=O)(OCCC)C(Nc1cccc(C(F)(F)F)c1)c1ccc(C)cc1 (stereo not drawn),-1.4%,9
CCN(CC)S(=O)(=O)c1cc(-c2nnc(-c3ccc(Br)cc3)o2)ccc1Br,-1.5%,·
Fc1cccc(Cl)c1Cc1noc(/C=C/c2ccccc2)n1,6.6%,12
Cn1c(=O)oc2cc(S(=O)(=O)N3CCCC(C(=O)N4CCn5c4nc4ccccc45)C3)ccc21 (stereo not drawn),-1.8%,·
COCC(=O)n1nc(NCc2ccc(OC)cc2)nc1NCc1ccc(OC)cc1,-1.2%,14
Cc1cc(C)cc(NC(=O)c2cc(=O)c3ccccc3o2)c1,-2.6%,8
COc1cc(CNn2nnnc2N)cc(Br)c1OCC(=O)NC(C)(C)C,-1.0%,-9
COc1cc([N+](=O)[O-])ccc1NC(=O)CSc1nnc(C)c(C)n1,-0.8%,·
CC1(C)SC(=S)N(NC(=O)Nc2ccccc2)C1N(O)C(=O)Nc1cccc2ccccc12 (stereo not drawn),1.1%,18
O=C(Nc1ccc(Cl)cc1)Nc1nc(-c2ccccc2)cs1,0.2%,-1
CCN1CCCC1CNCc1cccc(OC)c1OCc1ccccc1 (stereo not drawn),-5.6%,·
Cc1ccc(-c2csc(NC(=S)NC(=O)/C=C/c3ccco3)n2)cc1,0.5%,·
O=C(COC(=O)c1ccc(Br)cc1)NCCC1=CCCCC1,1.4%,·
CCOC(=O)N1CCN(C(=O)c2ccc(Cn3c(=S)[nH]c4cc5c(cc4c3=O)OCO5)cc2)CC1,4.5%,-4
NC(=O)c1ccc(N2CCCCC2)c(N2C(=O)C3C4C=CC(C4)C3C2=O)c1 (stereo not drawn),-2.4%,·
CC1CCN(CCCNC(=O)c2cc3sccc3n2C)CC1,0.9%,28
COc1cc(/C=C2/NC(=O)N(Cc3ccccc3F)C2=O)cc(OC)c1O,0.0%,-3
CN(CC(=O)OCC(=O)NCC(F)(F)F)S(=O)(=O)c1ccc(Cl)cc1,-0.7%,5
O=S1(=O)N=C(N2CCN(c3ccc(F)cc3)CC2)c2ccccc21,1.7%,-3
CC1(C)CC(=O)c2sc(NC(=O)c3ccccc3)nc2C1,5.5%,-2
CCNS(=O)(=O)c1ccc(CCC(=O)O)cc1,-5.2%,6
COc1ccc(C(C(=O)NC2CCCCC2)N(C(=O)CCl)c2ccc(Cl)cc2)cc1 (stereo not drawn),3.5%,-12
COc1ccc(C(C(C(=O)c2cccs2)N2CCOCC2)N2CCOCC2)cc1OC (stereo not drawn),-3.5%,·

# Whole records, quoted from the list. Order of screens: GlmU inhibition | RmlCD inh 1536
# COc1cc(/C=C2/NC(=O)N(Cc3ccccc3F)C2=O)cc(OC)c1O across the screens: 0.0% | -3
# CCOC(=O)N1CCN(C(=O)c2ccc(Cn3c(=S)[nH]c4cc5c(cc4c3=O)OCO5)cc2)CC1 across the screens: 4.5% | -4

# Compounds listed so far that have bromine, in the order listed:
SMILES,GlmU inhibition,RmlCD inh 1536
O/N=C/c1cc(Br)ccc1OCc1ccc(F)cc1,-1.1%,·
COc1ccc(C(NC=O)c2cc(OC)c(OC)cc2Br)cc1OC (stereo not drawn),1.6%,17
Cc1cc(=O)oc2cc(OCC(=O)OCC(=O)Nc3ccccc3Br)ccc12,0.1%,-9
Cn1cnnc1SCc1nnc(-c2ccccc2Br)o1,3.0%,4
CCN(CC)S(=O)(=O)c1cc(-c2nnc(-c3ccc(Br)cc3)o2)ccc1Br,-1.5%,·
COc1cc(CNn2nnnc2N)cc(Br)c1OCC(=O)NC(C)(C)C,-1.0%,-9
O=C(COC(=O)c1ccc(Br)cc1)NCCC1=CCCCC1,1.4%,·

# Of the compounds above, two contain a COOH group:
SMILES,GlmU inhibition,RmlCD inh 1536
CC(C)NS(=O)(=O)c1cc(C(=O)O)ccc1Cl,-3.9%,·
CCNS(=O)(=O)c1ccc(CCC(=O)O)cc1,-5.2%,6

# Following part.
SMILES,GlmU inhibition,RmlCD inh 1536
Cc1ccc(S(=O)(=O)N2CCCC(C(=O)NCc3cccnc3)C2)cc1Cl (stereo not drawn),-6.5%,·
C#CCSc1nnc(C)c(C)n1,-0.8%,·
COc1ccc(N(C)C(=O)Cc2c(C(=O)O)[nH]c3ccccc23)c(OC)c1,-2.1%,-5
COc1ccc(/C=N/Nc2nc(-c3cccnc3)nc3ccccc23)cc1OC,0.2%,4
O=C(O)c1cccc(S(=O)(=O)Nc2ccc3c(c2)OCO3)c1,3.8%,·
Cc1ccc(C)c(NC(=O)c2cc3c([nH]c4ccccc43)c(C)n2)c1,-7.5%,·
O=c1cc(CO)oc(C(Nc2ccccn2)c2ccsc2)c1O (stereo not drawn),-1.2%,?
Cc1ccc(C2=NN=C(NC(=O)C(F)(F)F)SC2)cc1,-0.1%,5
Cc1[nH]c(=O)[nH]c(=O)c1S(=O)(=O)N1c2ccc(F)cc2CCC1C (stereo not drawn),0.1%,-2
O=C(NCCc1ccccc1)c1c(F)c(F)c(F)c(F)c1F,5.9%,-14
Cc1ccc(NC(=O)NCC2CCN(Cc3cc(C)ccc3Cl)CC2)c(C)c1,0.4%,8
Cc1cc(C(=O)NC(C)C2CCCO2)cs1 (stereo not drawn),0.7%,-7
CN(C)C(=O)c1ccc(-n2nc(C(F)(F)F)c3c2CCCC3)cc1,-3.5%,5
COc1ccccc1CN1CC(C(=O)NC2CCCCC2)CC1=O (stereo not drawn),-3.7%,-3
Cc1sc2nc3c(C(=O)N4CCN(c5ccccn5)CC4)cccn3c(=O)c2c1C,4.5%,6
O=C(CNCC1CCCO1)Nc1ccc([N+](=O)[O-])cc1C(=O)Nc1ccccc1F (stereo not drawn),7.1%,5
CCOP(=O)(OCC)C1(O)C(=O)Nc2ccc(Br)cc21 (stereo not drawn),2.4%,-2
COc1ccc(Cl)cc1NC(=O)N(C)Cc1c(C)nn(C)c1C,3.2%,·
O=C(Cn1nnc(-c2ccccc2NC(=O)c2ccccc2F)n1)NCc1ccco1,-3.2%,·
CCN(CC)c1ccc(C(=O)Nc2ccccc2)cc1[N+](=O)[O-],-3.7%,·
O=C(Nc1nnc(C2CCCO2)s1)c1cccs1 (stereo not drawn),5.0%,-12
COc1ccc(CCN2C(=O)C3C4CCC(C4=C(C)C)C3C2=O)cc1OC (stereo not drawn),0.1%,13
Cc1nc(Nc2ccc3c(c2)OCCO3)c2c(C)c(C)sc2n1,-2.8%,7
Cc1nn(CC#N)c(=O)n1N(C)c1ncc(C(F)(F)F)cc1Cl,-3.8%,3
C=CCOc1nc2c(c(=O)n(C)c(=O)n2C)n1C,8.8%,6
